ATG4B inhibitor = blocks human ATG4B protease cleavage of LC3 substrate | Q9Y4P1 | inhibition, % at 8.33 µM | ATG4B cleavage of LC3-PLA2, NBD-HPC fluorescence, 1 h | 340,000 compounds, 0.51% hits | AID 504462; in the data active = inhibition above about 40%
Target sequence (Q9Y4P1 whole entry, looked up): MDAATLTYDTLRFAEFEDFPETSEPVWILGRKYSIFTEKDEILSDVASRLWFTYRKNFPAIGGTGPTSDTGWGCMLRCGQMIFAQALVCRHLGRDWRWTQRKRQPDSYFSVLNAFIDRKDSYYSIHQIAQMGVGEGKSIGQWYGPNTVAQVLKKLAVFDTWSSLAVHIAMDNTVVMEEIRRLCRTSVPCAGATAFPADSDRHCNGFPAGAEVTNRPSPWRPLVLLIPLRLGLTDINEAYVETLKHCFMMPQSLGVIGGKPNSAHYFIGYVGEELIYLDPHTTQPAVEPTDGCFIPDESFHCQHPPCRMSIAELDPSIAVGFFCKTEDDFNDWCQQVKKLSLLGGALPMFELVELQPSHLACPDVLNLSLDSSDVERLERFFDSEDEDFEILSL
mIAP activ = increases mouse intestinal alkaline phosphatase activity. muIAP, CDP-Star luminescence, 30 min; active compounds read high; 1 = vehicle-only enzyme signal, 0 = enzyme-free wells. activation factor at 10 µM. 330,000 compounds, 0.24% hits. AID 2805;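 active = activation factor of at least 2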; note: the source names both 10 and 20 µM as test concentration; values of inactives mirror those of a sister screen read the other way
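System: mouse IAP enzyme. Reagent: CDP-Star chemiluminescent phosphatase substrate. Benchmarks: DMSO wells, no-enzyme wells. Times: 30 min enzyme-substrate-compound incubation at room temperature. Detection: luminescence from enzymatic CDP-Star hydrolysis. Doses: test compounds delivered from DMSO solution.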
hIAP inh = blocks human intestinal alkaline phosphatase; P09923; purified IAP, CDP-Star luminescence, 30 min; 330,000 compounds, 0.12% hits; AID 2544; inhibition, % at 10 µM;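 active = inhibition reaching a set limit with compound at 10 µM in the primary screen, cut at about 35% in these data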;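 note: plate controls were DMSO wells with enzyme for no effect and no-enzyme buffer wells for full effect; values of inactives mirror those of a sister screen read the other way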
hIAP activ = human IAP activation; P09923; purified human IAP, CDP-Star luminescence, 30 min; active compounds read high; 1 = vehicle-only enzyme, 0 = enzyme-free background; activation factor at 10 µM; 330,000 compounds, 0.16% hits;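 active = activation factor of the enzyme at least 2-fold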; note: the source names both 10 and 20 µM as test concentration; values of inactives mirror those of a sister screen read the other way
mIAP block = blocks mouse intestinal alkaline phosphatase. purified mouse IAP, CDP-Star luminescence, 30 min. inhibition, % at 10 µM. 330,000 compounds, 0.2% hits. AID 2806;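 active = inhibition of at least 40% at 10 µM in the primary screen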;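 note: plate controls were DMSO with enzyme for no effect and no enzyme wells for full effect; values of inactives mirror those of a sister screen read the other way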
MPTP inh = permeability transition pore inhibition | isolated mouse mitochondria, Ca2+ swelling absorbance, 30 min | inhibition, % at 10 µM | 360,000 compounds, 1.4% hits;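 active = inhibition of 50% or more, scaled per plate between neutral and stimulator controls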;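 note: 0% = DMSO wells given calcium and 100% = 1 mM EGTA wells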
beta cell repl = MIN6 beta-cell proliferation induction | MIN6 cells proliferation, ATPlite luminescence, 48 h; cells starved in 0.2% serum; 100% = growth in 10% serum | proliferation, % at 10 µM | 330,000 compounds, 0.29% hits;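 active = compounds whose signal lies at least 3.5 SD above the mean of all wells on their plate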;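 note: 0% = DMSO-treated cells in low-serum medium and 100% = 10% serum control; some compounds called inactive have numbers as strong as hits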
A3A deaminase = blocks human APOBEC3A ssDNA deamination; P31941; recombinant A3A, FAM/TAMRA ssDNA deamination fluorescence; inhibition, % at 20 µM; 330,000 compounds, 0.41% hits;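 active = at least 40% inhibition at 20 µM here, with at most 30% in a related deaminase screen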;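 note: plate controls were A3A with DMSO for no effect and wells lacking A3A enzyme for full effect; some results filed as inactive read as strong as hits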
Target sequence (P31941 whole entry, looked up): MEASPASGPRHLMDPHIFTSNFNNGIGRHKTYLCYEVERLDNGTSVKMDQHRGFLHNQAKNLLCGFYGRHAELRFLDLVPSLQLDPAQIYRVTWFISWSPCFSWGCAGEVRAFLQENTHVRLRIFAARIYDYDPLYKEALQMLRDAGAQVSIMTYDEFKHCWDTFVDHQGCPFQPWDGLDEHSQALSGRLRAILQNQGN
APOBEC3G inh = inhibitors of human APOBEC3G DNA deaminase; inhibition, % at 20 µM; Q9HC16; recombinant A3G, ssDNA deamination FAM/TAMRA fluorescence; AID 493012; 330,000 compounds, 0.28% hits;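 active = inhibition of at least 40% at 20 µM, with no more than 30% in the related APOBEC3A deaminase screen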;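 note: plate controls were DMSO wells with A3G for no effect and wells lacking A3G enzyme for full effect; some compounds called inactive have numbers as strong as hits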
Target sequence (Q9HC16 whole entry, looked up): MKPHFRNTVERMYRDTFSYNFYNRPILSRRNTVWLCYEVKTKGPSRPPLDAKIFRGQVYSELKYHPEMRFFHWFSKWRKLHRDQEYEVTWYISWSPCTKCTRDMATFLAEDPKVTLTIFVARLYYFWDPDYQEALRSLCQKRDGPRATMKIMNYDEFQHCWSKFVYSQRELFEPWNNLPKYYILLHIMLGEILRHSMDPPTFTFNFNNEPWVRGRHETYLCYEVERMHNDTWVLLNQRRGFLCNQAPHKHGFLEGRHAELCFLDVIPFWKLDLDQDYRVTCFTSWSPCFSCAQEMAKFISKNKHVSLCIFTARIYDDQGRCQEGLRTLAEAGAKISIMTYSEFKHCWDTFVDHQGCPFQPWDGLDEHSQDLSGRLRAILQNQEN
Numbers without * were called inactive; . = not tested or not shown. Compounds were not picked by outcome; 3.3% or so of the library scored in one or more.

SMILES	ATG4B inhibitor	mIAP activ	hIAP inh	hIAP activ	mIAP block	MPTP inh	beta cell repl	A3A deaminase	APOBEC3G inh
CC(c1nc2ccccc2n1Cc1ccccc1)N1CCCCC1 (stereo not drawn)	0	0.98	-20	1.2	2	-0.5	-2	-1	-4
CCC(C)c1ccc(NC(=O)c2[nH]c(C)c(C(C)=O)c2C)cc1 (stereo not drawn)	-4	1.3	13	0.87	-34	37	0	-2	-4
O=C(Nc1ccc(F)c(Cl)c1)Nn1cnnc1	.	1.1	-3	1	-8	-1.1	-3	1	2
CN(C)C(=O)c1ccc(-n2cnc3ccccc3c2=O)cc1	-29	1	-10	1.1	-4	-1.3	-3	-2	-7
CN(C)/C=N/c1cnc(C(=O)c2ccc(Cl)cc2)n1C	-10	1.1	-8	1.1	-9	-1.2	0	-6	-7
CCOc1ccc(N(CC(=O)N2CCCC2)S(=O)(=O)c2ccc(Cl)cc2)cc1	-8	0.98	-4	1	2	0.5	-1	0	-4
CC1=NS(=O)(=O)c2cc(Cl)ccc2N1	-3	0.98	6	0.94	2	-1.1	-3	-4	-4
CCNc1nc(NC(C)C)nc(Oc2ccc(=O)n(C)n2)n1	-5	1	-17	1.2	-3	-1.5	-1	2	1
CCOC(=O)C1CCN(CC(=O)Nc2cc(S(=O)(=O)N3CCCCC3)ccc2Cl)CC1	3	1	0	1	-4	1.5	-5	-2	-10
O=c1cc(NCc2ccco2)c2ccccc2o1	7	0.97	-6	1.1	2	-0.5	-3	2	0
COc1ccc(NC(=O)N2CCCCCC2)cc1OC	2	0.99	-10	1.1	1	0.7	-3	-2	-2
Cc1nnc(NC(=O)c2ccccc2-c2ccccc2C(=O)O)s1	-7	1	8	0.92	-2	0.0	-1	4	1
CCCCCN(C(=O)CCC(=O)OCC(=O)NC1CCC(C)CC1)c1c(N)n(CCCC)c(=O)[nH]c1=O (stereo not drawn)	2	1.1	-22	1.2	-10	-1.3	-1	3	-10
CCc1nn2c(=O)c(S(=O)(=O)Nc3ccc(Cl)cc3)c(C)nc2s1	-4	1	-8	1.1	-2	-1.1	3	7	-4
O=C(c1ccc(COc2ccccc2[N+](=O)[O-])o1)N1CCCCCC1	11	1	13	0.87	-3	-0.6	-2	5	0
Nc1nc(SCC(=O)NC2CCCc3ccccc32)n[nH]1 (stereo not drawn)	0	1	-15	1.1	-3	0.3	0	-1	-7
Cn1nc(C(F)(F)F)c(C(=O)Nc2cccc(Cl)c2)c1Cl	0	1.1	-91	1.9	-8	1.3	-2	2	-3
COC(=O)CN=C1OC(=O)N2C(=O)C3=C4[C@@H](C[C@H]5C(=O)N(c6ccccc6)C(=O)[C@H]5[C@H]4[C@@]12Cc1ccccc1)[C@H]1C(=O)N(c2ccccc2)C(=O)[C@H]1[C@H]3C	-5	0.94	-6	1.1	6	2.4	-1	7	6
C=CCn1c(O)c(C(CC)=NCc2cccnc2)c(=O)[nH]c1=O	-5	1.1	-14	1.1	-5	0.0	2	0	-2
CCOC(=O)COc1ccc2c(=O)c(-c3ccccc3)coc2c1	1	0.96	-8	1.1	4	2.4	-4	-1	-6
O=C(/C=C/c1cccc(Cl)c1)NCCCN1CCOCC1	-3	1	-15	1.2	-2	-1.2	-2	0	-2
Cc1ccc2c(c1)c(CC(=O)Nc1ccc(F)cc1)c(C(=O)O)n2C	13	0.98	11	0.89	2	1.3	-1	-4	-7
COc1ccccc1-c1noc2ncnc(Nc3cccc(C)c3C)c12	-3	1	12	0.88	-3	0.4	0	1	-1
CN(C)c1ccc(NC(=O)/C=C/c2ccccc2Cl)cc1	-6	0.94	-14	1.1	6	2.4	-2	1	3
O=C(NCc1ccccc1F)C12CC3CC(CC(C3)C1)C2	-8	1	-33	1.3	-3	0.1	-2	-3	-8
CSc1ccccc1C(=O)NC1CCCCCC1	-3	0.98	2	0.98	2	1.6	-5	1	-1
Cc1nn(-c2ccccc2)c(N)c1Sc1cccc([N+](=O)[O-])c1	16	0.93	15	0.85	7	2.5	1	-1	-4
Cc1noc(C)c1COc1ccccc1C(=O)NCc1ccco1	-5	1.1	6	0.94	-10	0.1	2	-5	-7
Cc1nc(NCCc2ccc(S(N)(=O)=O)cc2)c2c3c(sc2n1)CCC3	5	0.99	2	0.98	1	1.3	-2	2	0
O=C(CSc1ccccc1)Nc1ccc(-c2nc3ccccc3[nH]2)cc1	-7	1.1	-12	1.1	-12	0.2	-2	-5	-5
CC(C)c1ccc(NC2CCCN(C(=O)CCc3cnn(C)c3)C2)cc1 (stereo not drawn)	13	1.1	0	1	-8	-0.3	-2	-3	-9
CCOC(=O)Cc1csc(NC(=O)c2csc3c2CCCC3)n1	-4	0.96	-10	1.1	4	-1.2	-4	3	3
C=CCOc1c(CNc2cccc(C(=O)O)c2)cccc1OC	6	1.1	-16	1.2	-10	11	0	-7	-8
COC(=O)c1cn(NC(=O)c2ccc([N+](=O)[O-])c(C)c2)c(=O)c2ccccc12	-5	0.94	5	0.95	6	1.7	0	0	-3
COc1cc(/C=C/C(=O)NC(=O)c2ccccc2O)ccc1OC(C)=O	-23	0.94	-6	1.1	6	1.9	-4	-1	0
CCC(=O)Nc1c(C)n[nH]c1C	3	1	-4	1	-2	-1.0	1	0	-2
O=C(O)c1ccc2c(c1)SC1=NS(=O)(=O)CCN12	-10	1.1	-6	1.1	-8	1.3	1	-1	-5
O=C(OCc1ccccc1)N1CCc2ccccc21	6	1	-5	1.1	-4	0.3	-4	-1	2
CCc1c(C)sc(NC(=O)C2CC2)c1C(=O)OC(C)C	-6	1	-11	1.1	-4	2.2	0	-3	-6
C=CCNc1nc(C(F)(F)F)nc2c1nnn2Cc1ccccc1Cl	7	0.95	20	0.81	5	0.0	1	4	0
CN(C)Cc1nc2c(c(=O)[nH]1)C1(CCCCC1)Cc1ccccc1-2	3	0.93	-26	1.3	7	-0.6	-2	-1	-2
O=C(O)[C@@H]1CCCN1C(=O)COc1ccc2c3c(c(=O)oc2c1)CCC3	-9	0.98	-3	1	2	-1.3	-1	0	-5
COc1ccccc1Oc1nc(-c2cccnc2)nc2ccccc12	-3	1.1	4	0.95	-7	0.7	-3	-5	-5
CCOC1OC(=O)C(Cl)=C1Nc1ccc(C)cc1C (stereo not drawn)	-8	1.1	10	0.9	-14	0.4	-2	-3	-6
COc1ccc(CCNC(=O)c2ccc3nc(N4CCOCC4)sc3c2)cc1OC	-10	1	11	0.89	-2	-0.1	0	1	-6

An excerpt from above, showing only mIAP block and hIAP inh.
compound,mIAP block,hIAP inh
CC(C)c1ccc(NC2CCCN(C(=O)CCc3cnn(C)c3)C2)cc1 (stereo not drawn),-8,0
CCOC(=O)Cc1csc(NC(=O)c2csc3c2CCCC3)n1,4,-10
C=CCOc1c(CNc2cccc(C(=O)O)c2)cccc1OC,-10,-16

Remaining list, next part.
SMILES	ATG4B inhibitor	mIAP activ	hIAP inh	hIAP activ	mIAP block	MPTP inh	beta cell repl	A3A deaminase	APOBEC3G inh
Cc1cc(C)cc(N(CCC#N)C(=O)COC(=O)c2nc3nc(C)cc(C)n3n2)c1	7	1	2	0.97	-5	-1.0	5	-3	-8
Cc1cc(=O)oc(C)c1C(=O)n1nc(C)c2c1C[C@@H]1[C@H]2C1(C)C	4	0.94	6	0.94	6	5.8	-4	-5	-9
COc1ccc(C2CC2C(=O)c2ccccn2)cc1 (stereo not drawn)	-4	0.97	4	0.96	3	-1.6	-2	-1	-8
CCOc1cccc(C(=O)Nc2ccccc2N2CCN(C(=O)C(C)C)CC2)c1	-8	1	-12	1.1	-3	0.0	-5	3	-3
CSCC(=O)N1CCC(Oc2cccc(C(=O)NCc3ccccn3)c2)CC1	-1	0.98	-2	1	2	-1.5	-4	-5	-2
COc1cccc(OCc2cc(C(=O)NCc3ccc4c(c3)OCO4)no2)c1	2	1	13	0.87	-1	-1.3	-4	-4	-7
CCc1c(O)nc(SCC(=O)Nc2nc3ccccc3s2)n(-c2ccccc2)c1=O	7	0.94	24	0.76	6	0.3	-3	2	0
CC1(C)C(=O)Nc2ccccc2N1C(=O)COC(=O)c1ccc(NC(N)=O)cc1	-4	0.95	14	0.86	5	-0.1	1	37	5
Cc1cc(C)c(NC(=O)Cn2ncc3ccccc32)c(C)c1	-1	1.1	-11	1.1	-6	0.6	-1	7	4
CCn1c(C)nc2cc(S(N)(=O)=O)ccc21	-1	1	1	0.99	-2	-0.1	2	4	-4
C/C=C/C=C\C(=O)Nc1cccc(C2=NOC3(C2)C[C@H](C(N)=O)N(C(=O)/C=C/C)C3)c1 (stereo partly drawn)	-3	1.1	-8	1.1	-9	-2.4	-2	-1	-8
CNC(=O)c1nnn(Cc2ccccc2)c1NC(=O)C(F)(F)F	0	1.1	-18	1.2	-9	1.1	0	-3	-7
CCOc1ccc(-n2c(-c3ccc(OC)cc3)c[n+]3c2CCCCC3)cc1	0	1.1	-4	1	-8	10	-6	0	-4
O=C(O)CSc1ccc(Oc2ccc(SCC(=O)O)cc2)cc1	-6	0.94	5	0.95	6	-0.7	-2	-5	-4
COc1ccc(CCCc2n[nH]c(=S)o2)cc1	-1	1.1	0	1	-10	-0.9	-1	8	-6
COC(=O)c1ccc(CNC(=O)CCNC(=O)c2ccco2)cc1	1	0.94	-4	1	6	0.5	1	1	-3
O=C(O)CNC(=S)N(Cc1ccc(F)cc1)C1CCCCC1	-3	1.1	7	0.93	-7	-1.2	8.2*	-4	-8
Cc1ccc(Cn2nnnc2CN2CCC(O)(c3ccccc3F)CC2)cc1	-7	1.1	-16	1.2	-12	-1.5	0	-3	-8
CN1CCC(=O)N(CCSc2ccccc2)CC1	-3	1	-8	1.1	-3	0.1	6	-6	-10
O=C(COC(=O)c1ccc(Cl)cc1[N+](=O)[O-])NC(=O)c1ccccc1	0	1	-6	1.1	-4	-1.7	-2	11	21
O=C(Nc1ccc(CN2CCOCC2)cc1)c1ccc(-c2cc(Cl)ccc2Cl)o1	-29	1	13	0.87	-2	-0.3	-6	-3	-5
Cc1ccc(S(=O)(=O)N2CCN(Cc3nc4sc5c(c4c(=O)[nH]3)CCCC5)CC2)cc1	9	1	1	0.99	0	-2.0	0	2	-6
CC1CCN(C(=O)C(C)c2ccc([N+](=O)[O-])cc2)CC1 (stereo not drawn)	-7	0.94	-11	1.1	6	2.1	-2	-1	-4
CCC(=O)c1ccc(OCC(=O)Nc2ccc3c(c2)OCCO3)cc1	-1	1.1	1	0.99	-8	1.1	-3	-2	-7
Cc1c(NC(=O)CCC(=O)N2CCCCC2)c(=O)n(-c2ccccc2)n1C	3	0.96	5	0.95	4	-1.1	0	0	0
COc1ccc(Cl)cc1S(=O)(=O)N1CCC(O)(c2ccc(Cl)cc2)CC1	-10	1	-6	1.1	-4	6.2	0	-2	-11
COc1ccc(CNC(=O)C2CCN(S(=O)(=O)c3c(C)noc3/C=C/N(C)C)CC2)cc1	0	1.1	-40	1.4	-6	1.4	-3	-4	-4
CC(Oc1ccc(Cl)cc1Cl)C(=O)N(Cc1ccco1)C1CCS(=O)(=O)C1 (stereo not drawn)	-1	1.1	-6	1.1	-5	-3.0	-2	2	2
Cn1c(SCC(=O)Nc2ccc(N3CCOCC3)c(Cl)c2)nnc1C(O)c1ccccc1 (stereo not drawn)	-3	0.93	3	0.97	7	-2.1	2	-1	-6

Bioassay records from PubChem.
